Bioassay records (PubChem)
APE1 inh: inhibitors of human APE1 endonuclease; recombinant APE1, TAMRA/BHQ-2 abasic DNA cleavage fluorescence; Potency, µM (doses to about 65.8 µM), for the others: top-dose activity change, negative = inhibition, hits mostly inhibitors; hit rate 0.35% among 350,000;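 also: potency is read from the fitted curve at half-maximal effect; plate controls were vehicle for no effect and reference inhibitor for full effect; nearly all actives have a fitted effect of over 55% in size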
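Incision of a quenched TAMRA/BHQ-2 THF abasic-site duplex (50 nM) by 0.75 nM APE1, after 15 min compound preincubation, measured as fluorescence increase over three 60 s reads. Values normalized to buffer, DMSO and NSC13755 control wells.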
ERG-DNA inh: ERG Ets/DNA interaction inhibition; P11308; fluorescence polarization, His-ERG Ets domain / labelled DNA; Potency, µM (doses to about 76.9 µM), without a hit: at the top dose FP activity, negative = inhibition, hits mostly inhibitors; hit rate 0.028% among 370,000; active = well fitted inhibition curve with a large enough effect in the polarisation, with a control signal flat; inconclusive = small, poorly fitted or top-dose-only effect, or effect the other way, or a change in a side signal; inactive = no such curve, though single readings can be large or run the other way; the % refers to the polarisation;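 also: polarization taken with two DNA probes labelled with fluorescein and Texas red; potency is read from the fitted curve at half-maximal effect; % of control where 0% means no effect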
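His-tagged ERG Ets domain (1 uM in the protein solution; 300mM KCl, 50mM Tris-HCl, 1mM EDTA, 1mM DTT, pH 7.5) received compound, then a probe mix of 5 nM fluorescein-DNA and 100nM Texas-615-DNA. Fluorescence polarization was read for both dyes.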
Pol kappa inh: inhibitors of human DNA polymerase kappa; purified Pol kappa, fluorescent DNA synthesis assay, 10 min; AID 588579; Q9UBT6; hit rate 0.53% among 400,000; Potency, µM (top dose mostly 107 µM), inactives show at the top dose activity, negative = inhibition, actives largely listed as inhibitors; also: potency is read from the fitted curve at half-maximal effect; % is scaled to controls: 0 for no effect and ±100 for the full control effect
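Pol kappa 10 nM + cpd, 15 min RT; start w/ substrate 50 nM final; fluorescence kinetic read, 0 and 10 min. Neg ctrl: buffer, no enzyme.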
LDHA block: LDHA (human) enzyme inhibition | hit rate 0.15% among 480,000 | purified LDHA, NADH/diaphorase-resazurin fluorescence; hits give low values | P00338 | activity change, % (values are at about 110 or 230 µM); in the data active = activity change below about -30%; inconclusive = mostly about -25% to -30%;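 also: plate controls were DMSO wells for no effect and wells without enzyme for full effect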
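LDH5 2 nM; NADH 0.06 mM, pyruvate 0.2 mM; 200 mM Tris pH 7.4, EDTA, Tween-20; 5 min RT. Detection: diaphorase 0.133 mg/mL + resazurin 37 µM, fluorescence ex540/em590 at 0 and 20 min; normalized to enzyme-free and DMSO wells.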
Anesthetic bind: candidate novel general anesthetic via apoferritin binding | P02791 | apoferritin/1-aminoanthracene competitive binding, fluorescence | Potency, µM (doses to about 77.5 µM), without a hit: at the highest dose activity change, negative = displacement, actives largely listed as inhibitors | hit rate 0.074% among 350,000 | AID 485281; also: potency is read from the fitted curve at half-maximal effect; % is scaled to controls: 0 for no effect and ±100 for the full control effect; nearly all actives have a fitted effect of over 20% in size
Target sequence (P02791 2-175 limits assumed): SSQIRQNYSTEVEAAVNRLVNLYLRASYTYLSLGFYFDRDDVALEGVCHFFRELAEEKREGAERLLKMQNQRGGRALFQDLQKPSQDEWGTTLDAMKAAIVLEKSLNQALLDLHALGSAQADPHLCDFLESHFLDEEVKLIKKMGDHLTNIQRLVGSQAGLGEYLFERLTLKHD
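Read-out: endpoint 1-AMA fluorescence, excitation 380 nm and emission 535 nm, after compounds sit 10 min at room temperature with 10 uM horse-spleen apoferritin in 50% saturated 1-AMA/PBS. Values come from four-parameter Hill fits.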
ALOX12 inh: ALOX12 (human) lipoxygenase inhibition | purified 12hLO, xylenol orange hydroperoxide absorbance | AID 1671190 | Potency, µM (highest dose often 108 µM), inactives show at the top dose activity change, negative = inhibition, most hits filed as inhibitors | hit rate 1.1% among 580,000; also: potency is read from the fitted curve at half-maximal effect; % is scaled to controls: 0 for no effect and ±100 for the full control effect
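Purified human 12hLO at 150 nM in 25 mM Hepes, 0.01% Triton X-100, pH 7.0, preincubated 15 min at room temperature with compound. Reaction started with 40 uM arachidonic acid, 30 min at room temperature. Hydroperoxide measured by Fe-xylenol orange, 573/405 nm absorbance ratio.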
RGS4 inh: human RGS4 inhibition. Transcreener GDP fluorescence polarization, RGS4-accelerated GTP hydrolysis. Potency, µM (doses to about 114 µM), for inactives: at the top dose activity change, negative = inhibition, actives largely listed as inhibitors. hit rate 0.039% among 390,000. AID 504845. P49798; also: potency is read from the fitted curve at half-maximal effect; % is scaled to controls: 0 for no effect and ±100 for the full control effect; nearly all actives have a fitted effect of over 75% in size; some results filed as inactive show a strong effect at the top dose
Target sequence (P49798 whole entry, looked up): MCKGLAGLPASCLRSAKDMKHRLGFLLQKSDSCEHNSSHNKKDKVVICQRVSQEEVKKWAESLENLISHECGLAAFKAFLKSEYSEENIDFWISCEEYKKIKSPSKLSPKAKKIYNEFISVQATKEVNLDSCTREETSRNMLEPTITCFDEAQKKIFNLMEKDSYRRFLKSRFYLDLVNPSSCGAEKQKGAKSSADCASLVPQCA
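MLSMR compounds (23 nl, pin-transferred) preincubated 10 min at room temperature with a 500nM (2x) first reagent, then RGS4 at 900nM (2x) plus Transcreener GDP mix added; fluorescence polarization (620/688 nm) read before and after 90 min at 30 °C.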
Pol eta inh: blocks human DNA polymerase eta activity | Q9Y253 | recombinant Pol eta, fluorescent DNA replication assay | Potency, µM (titrated, usually from 114 µM), for the others: top-dose activity change, negative = inhibition, hits mostly inhibitors | hit rate 1.2% among 390,000 | AID 588591; also: potency is read from the fitted curve at half-maximal effect; % is scaled to controls: 0 for no effect and ±100 for the full control effect
Target sequence (Q9Y253 whole entry, looked up): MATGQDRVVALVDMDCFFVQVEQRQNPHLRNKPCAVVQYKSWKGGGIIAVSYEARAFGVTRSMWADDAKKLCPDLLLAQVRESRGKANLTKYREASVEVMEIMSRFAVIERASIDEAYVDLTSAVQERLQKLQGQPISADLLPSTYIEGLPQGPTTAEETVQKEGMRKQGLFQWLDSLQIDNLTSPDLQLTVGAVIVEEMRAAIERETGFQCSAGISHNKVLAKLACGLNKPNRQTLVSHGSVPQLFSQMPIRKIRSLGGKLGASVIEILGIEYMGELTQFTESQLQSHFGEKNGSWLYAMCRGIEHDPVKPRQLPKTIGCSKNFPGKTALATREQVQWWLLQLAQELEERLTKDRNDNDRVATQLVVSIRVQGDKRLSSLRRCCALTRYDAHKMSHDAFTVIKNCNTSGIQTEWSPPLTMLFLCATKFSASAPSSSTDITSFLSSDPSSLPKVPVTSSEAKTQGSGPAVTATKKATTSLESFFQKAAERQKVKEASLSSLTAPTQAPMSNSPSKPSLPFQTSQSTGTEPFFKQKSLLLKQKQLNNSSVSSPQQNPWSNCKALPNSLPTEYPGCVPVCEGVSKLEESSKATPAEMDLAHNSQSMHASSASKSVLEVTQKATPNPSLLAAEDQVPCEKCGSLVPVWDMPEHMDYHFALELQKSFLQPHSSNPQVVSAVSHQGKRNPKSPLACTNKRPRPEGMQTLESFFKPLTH
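Fluorescent replication assay: 50 nM final substrate added after a 15 min room-temperature compound preincubation with 10 nM enzyme. Signal taken at 0 min and again at 10 min.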
POLB inh: DNA polymerase beta (human) inhibition; P06746; Pol beta primer extension/strand displacement, fluorescence kinetic; Potency, µM (top dose mostly 114 µM), for the others: at the top dose activity change, negative = inhibition, most hits filed as inhibitors; hit rate 1.3% among 340,000; AID 485314; also: potency is read from the fitted curve at half-maximal effect; % is scaled to controls: 0 for no effect and ±100 for the full control effect
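Curves were derived by four-parameter Hill fits of normalized qHTS data. The kinetic fluorescent primer-extension read was taken at 0 and 10 min after 50 nM substrate, following a 15 min room-temperature preincubation of 10 nM enzyme with compounds.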
Starred values were filed as active, the others as inactive; i = inactive; ? = inconclusive; / = no result given; & = joins results of further samples; [ ] = dose if it differs, or a comment. Unless noted, calls follow the shape of the dose curve; as a rule, active = well fitted curve in the direction sought with a large enough effect; inconclusive = small, poorly fitted or top-dose-only effect, or another doubt; inactive = no such curve, though single readings can be large; an effect the other way counts as inactive or inconclusive.

SMILES	APE1 inh	ERG-DNA inh	Pol kappa inh	LDHA block	Anesthetic bind	ALOX12 inh	RGS4 inh	Pol eta inh	POLB inh
CCC1(c2ccccc2)C(=O)NC(=O)NC1=O	6%&-2%	4%	-7%	-12	7%	-25%	6%	-9%	/
Cc1ccc(C2(O)CN3CCC2CC3)cc1 (stereo not given)	-5%	-8%	-5%	-11	30%	0%	6%	-18%	-15%
N/C(=N\N=C\c1ccc(O)cc1O)N[N+](=O)[O-]	5%	2%	-6%	9	-22%	86%[activator]	-2%[56.9 µM]	-10%	4%
CC1(C)CSC(=NCc2ccccc2)N1	-1%	0%	3%	-12	-9%	-12%	8%[56.9 µM]	-6%	1%
O=C(Oc1ccc(Cl)c2ccccc12)N1CCCCC1	-5%	13%	-11%	-5	?	-9%	-10%	-19%	-5%
Cc1ccc(S(=O)(=O)N2CC3CC(C2)c2cccc(=O)n2C3)cc1 (stereo not given)	-1%	/	-7%	3	-5%	19%	-15%	-1%	-4%
Cc1[nH]c2ccccc2c1CCCNC1CCCCC1	3%	7%	-21%	0	-1%	-13%	27%	5%	14%
CCN(CC)c1ccc(/C=C2/C(=O)NC(=O)N(Cc3ccco3)C2=O)cc1	?	60%[activator]	50µM*	-7	?	?	?	10µM*	-27%
Cc1[nH]c2ccc(Cl)cc2c1C1=CCNCC1	-1%	/	-5%[60.1 µM]	/	-5%	154%[activator]	/	/	/
COCCNC(=O)Cn1cc(/C=C2\C(=O)NC(=O)N(c3cccc(C)c3C)C2=O)c2ccccc21	36%	5%	4%	0	2%	-55%	-45%	-12%	-18%
CCCOP(=O)(OCCC)C(NC(=O)c1cc(OC)c(OC)c(OC)c1)c1ccccc1 (stereo not given)	12%	-1%	-3%	-2	-11%	4%	4%	-3%	-3%
O=C(NCc1ccccc1)N1CCc2c(sc3c2CCCC3)C1c1ccccc1 (stereo not given)	/	1%	-2%[60.1 µM]	-5	40%[activator]	-9%	-16%	-18%	18%
C/C(=C\C=C/[C@@H](C)C(=O)O)[C@H]1CN[C@H](C(=O)O)[C@@H]1CC(=O)O	-11%	/	-14%[19.4 µM]	/	/	0%	198%[activator][56.9 µM]	/	/
Cc1cc(C)cc(NC(=O)Cn2c(=O)oc3cc(S(=O)(=O)N4CC(C)CC(C)C4)ccc32)c1 (stereo not given)	3%	0%	-2%	-7	?	?	21%	?	-19%
COc1cc(CNCCc2ccc3c(c2)OCO3)cc(OC)c1OC	0%	-1%	-5%	-16	-3%	?	-31%	-16%	-11%
CCc1nc(CNC(=O)c2cc(OC)c(OC)c(OC)c2)no1	0%	-2%	-3%	-9	37%[activator]	0%	-7%[11.4 µM]	-13%	4%
CN1C(CC(O)c2ccccc2)CCCC1CC(O)c1ccccc1 (stereo not given)	-2%	4%	-11%	-2	/	-25%	13%	0%	/
CCOC(=O)N1CCN(c2ncc3c(n2)CC(c2ccccc2O)CC3=O)CC1 (stereo not given)	/	-10%	-1%	-5	-14%	-1%	8%	?	1%
O=[N+]([O-])c1cccc(NP(=O)(N2CC2)N2CC2)c1	/	4%	-9%	-8	/	-18%	-4%	-18%	/
CCCCNC(C)Cc1ccccc1 (stereo not given)	53%[activator]	4%	-2%	-5	/	10%	-19%	-12%	/
C=CCN1C(=O)C2(C(C(=O)OCC)=C(N)Oc3ccccc32)C2=C1CCCC2=O (stereo not given)	12%	-5%	-8%	-14	-1%	-1%	10%	-12%	-6%
CC[C@H](C)/C=C(C)/C=C/C1=CC2=C(Cl)C(=O)[C@@](C)(OC(C)=O)C(=O)C2=CO1	/	14%	?	0	/	/	?	20µM*	/
Cc1ccc(N2C(=O)NC(=O)C(CCc3ccccn3)(Cc3cccc(Cl)c3Cl)C2=O)cc1 (stereo not given)	-8%	2%	-7%	-9	-11%	-2%	13%	-6%	20%[57.1 µM]
CCOc1cc(C)cc2oc(=O)c3c(c12)CCCC3	25%	9%	-2%	-10	-6%	/	8%	-2%	1%
Cc1cccc(NC(=O)CN2CCN(C(=O)COc3cccc(Br)c3)CC2)c1C	23%	1%	-14%	-5	/	297%[activator]	18%	-10%	/
(list continues)
SMILES	APE1 inh	ERG-DNA inh	Pol kappa inh	LDHA block	Anesthetic bind	ALOX12 inh	RGS4 inh	Pol eta inh	POLB inh
O=C(NN1C(=O)C2C3C=CC(C4CC34)C2C1=O)c1ccc(Br)cc1 (stereo not given)	17%	-5%	-9%	0	-10%	0%	-41%	-26%	47%
Oc1ccc2c3c1OC1[C@H](O)CC[C@@]4(O)[C@@H](C2)N(CC2CC2)CC[C@]314 (stereo not given in full)	52%&16%	2%&2%	0%&-20%	-5&-9	/	-8%&0%	-4%&11%	-16%&-10%	/
O=C(Cn1ccc2ccccc2c1=O)NCC(=O)N1CCC2(CC1)OCCO2	-3%	1%	-23%	-1	0%	-20%	-8%	-7%	35%[activator]
Cn1c(O)c(/C=C2\C=Nc3ccccc32)c(=O)n(C)c1=O	29%	0%	5%	1	24%	-18%	-1%	-10%	1%
N#CC1C(C#N)C2CCC1C1C2N1c1ccccc1 (stereo not given)	/	-8%	-10%	-6	/	-1%	30%	3%	/
Cc1ccc2nc(SCC(=O)N/N=C/c3ccco3)cc(C)c2c1	5%	-5%	-4%	-6	?	0%	-7%	5%	-2%
COC(=O)C1=C(c2ccc(OC(F)(F)F)cc2)C[C@@H]2CC[C@H]1N2C(=O)NC1Cc2ccccc2C1	6%	17%	-7%	6	/	4%	11%	-9%	/
Cc1cccc(Cn2cccc(C(=O)Nc3nc4ccccc4s3)c2=O)c1	/	1%	-11%[60.1 µM]	-4	-7%	-24%	-14%	-7%	4%
C[C@H](NC(=O)[C@@H](N)Cc1ccc(O)cc1)C(=O)N[C@@H](Cc1ccccc1)C(=O)NCC(=O)N[C@@H](Cc1ccc(O)cc1)C(=O)N1CCC[C@H]1C(=O)N[C@@H](CO)C(N)=O	-5%	/	7%[19.4 µM]	/	3%	1%[12.5 µM]	i	/	/
CCCC[N+]12CCC(CC1)C(Cc1ccccc1)C2 (stereo not given)	1%	6%	-4%	0	6%	15%	-15%	-11%	-2%
Oc1ccc2c3c1O[C@H]1c4oc5ccccc5c4C[C@]4(O)[C@H](C2)N(CC2CC2)CC[C@@]314	13%	/	?	/	/	0%	i	/	/
COC(=O)c1cc(C(O)(C(=O)OC)C(F)(F)F)c(/N=C/N(C)C)s1 (stereo not given)	4%	/	-6%	-9	5%	-6%	9%	-6%	11%
CCN(CC)CCCCN1c2ccccc2Oc2ccc(Cl)cc21	2%	/	10%[60.1 µM]	/	1%	61%	/	/	/
CC(N)(COP(=O)(O)Oc1ccccc1)C(=O)O (stereo not given)	1%	/	4%[19.4 µM]	/	16%	3%	/	/	/
O=C(O)CC1OCC=C2CN3CCC45C6=CC(=O)C(=O)C([N+](=O)[O-])=C6NC4C1C2CC35 (stereo not given)	-4%	-2%	40µM*	22&56	-3%	/	?	5µM*	?
Fc1ccc(Cn2nnnc2C(c2ccc(Cl)cc2)N2CC=C(c3ccc(F)cc3)CC2)cc1 (stereo not given)	11%	-8%	-3%	-20	-1%	?	15%	-10%	-19%
Cc1ccc(CN2CCCC(C(=O)c3ccc4c(c3)OCO4)C2)cc1C (stereo not given)	-4%	3%	-7%	-3	2%	-2%	22%[11.4 µM]	31%[activator]	14%
CC(C)c1ccc(NC(=O)CCNC(=O)N2C[C@H]3C[C@@H](C2)c2cccc(=O)n2C3)cc1	-2%	-7%	1%	-13	-8%	20%	0%	0%	2%
O=C(CNC(=O)c1cccc(Cl)c1)Nc1ccc(Br)cc1C(=O)c1ccccc1	3%	6%	-9%	-5	-18%	?	-18%	-20%	-2%
COc1ccccc1OCC#CCN1CCCC1	14%	6%	-2%	-15	-5%	-22%	19%	-18%	33%
Cc1cc(Cl)ccc1OCC(=O)N1CCN(C)CC1	0%	-2%	-8%	-2	-11%	56%[activator]	1%	9%	8%
CCOC(=O)c1c(NS(=O)(=O)c2ccccc2)n(CCCOC)c2nc3ccccc3nc12	?	10%	-22%	28	/	?	-3%	?	1%
COC(=O)C1=C(c2ccc(F)cc2OCc2ccccc2)C[C@@H]2CC[C@H]1N2C(=O)NCc1ccccc1C(F)(F)F	0%	1%	0%	-15	/	1%	-16%	-18%	/
O=C1NC(=S)N(c2ccccc2F)C(=O)/C1=C\c1cccs1	-5%	75%[activator]	-10%	-15	-8%	32µM*	?	-3%	5%
N#Cc1cccc(NC(=O)c2sc3nc4c(cc3c2N)N2CCC4CC2)c1	/	9%	2%[60.1 µM]	3	167%[activator]	-27%	-11%	-19%	2%
O=C(NC1(C(F)(F)F)Oc2ccccc2O1)N1CCC2(CC1)OCCO2	?	-7%	-44%	26	-10%	?	18%	-17%	-2%
C[C@@H]([C@@H](O)c1ccccc1)N(C)C(=O)Cc1ccccc1	/	1%	-15%	-9	/	12%	4%	-17%	/

No new results follow: two of the compounds above.
SMILES	APE1 inh	ERG-DNA inh	Pol kappa inh	LDHA block	Anesthetic bind	ALOX12 inh	RGS4 inh	Pol eta inh	POLB inh
CCC1(c2ccccc2)C(=O)NC(=O)NC1=O	6%&-2%	4%	-7%	-12	7%	-25%	6%	-9%	/
Cc1ccc(C2(O)CN3CCC2CC3)cc1 (stereo not given)	-5%	-8%	-5%	-11	30%	0%	6%	-18%	-15%

These rows are one share of the data (hit frequency here may not be typical).
